USP28 inh = human USP28 deubiquitinase inhibition; 47,000 tested, 3% active; purified USP28, Ub-rhodamine cleavage fluorescence, 30 min; inhibition, % at 25 µM; AID 1645857
USP17 block = blocks human USP17 ubiquitin-rhodamine cleavage. A8MUK1. purified USP17, Ub-rhodamine cleavage fluorescence, 3 h. inhibition, % at 50 µM. 47,000 tested, 6.5% active. AID 1645855
USP7 inh = blocks human USP7 ubiquitin-rhodamine cleavage; Q93009; purified USP7, Ub-rhodamine cleavage fluorescence; inhibition, % at 20 µM; 47,000 tested, 0.3% active
UCHL1 block = inhibitors of human UCHL1 deubiquitinase; purified UCHL1, Ub-rhodamine cleavage fluorescence; P09936; inhibition, % at 20 µM; AID 1645859; 47,000 tested, 0.2% active
Target sequence (P09936 whole entry, looked up): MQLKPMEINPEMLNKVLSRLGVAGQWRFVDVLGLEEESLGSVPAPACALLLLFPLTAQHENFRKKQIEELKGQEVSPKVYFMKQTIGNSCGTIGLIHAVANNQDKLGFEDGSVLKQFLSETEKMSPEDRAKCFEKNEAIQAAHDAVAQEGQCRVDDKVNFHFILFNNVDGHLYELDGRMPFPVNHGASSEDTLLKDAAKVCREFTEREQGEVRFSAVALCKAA
USP8 block = blocks human USP8 ubiquitin-rhodamine cleavage; P40818; purified USP8, Ub-rhodamine cleavage fluorescence, 30 min; inhibition, % at 20 µM; 47,000 tested, 4.2% active
USP30 inh = blocks human USP30 ubiquitin-rhodamine cleavage. Q70CQ3. purified USP30, Ub-rhodamine cleavage fluorescence. inhibition, % at 25 µM. 47,000 tested, 5.3% active
USP10 block = blocks human USP10 ubiquitin-rhodamine cleavage | 47,000 tested, 1.1% active | Q14694 | purified USP10, Ub-rhodamine fluorescence, 60 min | inhibition, % at 20 µM
OTUD3 block = inhibitors of human OTUD3 deubiquitinase. Q5T2D3. purified OTUD3, Ub-rhodamine fluorescence, 2 h. inhibition, % at 25 µM. 47,000 tested, 0.7% active
Target sequence (Q5T2D3 whole entry, looked up): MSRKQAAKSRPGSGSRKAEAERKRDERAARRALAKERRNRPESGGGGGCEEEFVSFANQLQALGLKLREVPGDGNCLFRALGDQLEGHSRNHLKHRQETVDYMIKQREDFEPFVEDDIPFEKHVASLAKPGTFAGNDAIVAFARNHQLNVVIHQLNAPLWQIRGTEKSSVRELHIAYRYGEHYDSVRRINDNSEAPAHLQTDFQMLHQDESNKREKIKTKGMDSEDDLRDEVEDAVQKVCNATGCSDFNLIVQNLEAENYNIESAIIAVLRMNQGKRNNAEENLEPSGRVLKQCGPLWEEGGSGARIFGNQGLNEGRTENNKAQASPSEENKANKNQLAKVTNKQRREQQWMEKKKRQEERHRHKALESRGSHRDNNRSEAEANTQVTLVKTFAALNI
* = called active by the depositor; nt = not tested or not shown. Cut-off read from the data, not from the text of the source: active = inhibition above about 30%; inactive = the rest.

SMILES	USP28 inh	USP17 block	USP7 inh	UCHL1 block	USP8 block	USP30 inh	USP10 block	OTUD3 block
Cn1cc(C(=O)N2CCN(c3ccc(F)cc3)CC2)nn1	-14	2	0	-4	3	4	0	-4
Cc1ccc(NC(=O)/C=C/c2cccc(C(F)(F)F)c2)c(O)c1	27	58*	10	4	1	45*	6	11
Cc1cc(C)cc(C(=O)N2CCC3(CC2)NCCc2[nH]cnc23)c1	-9	-5	-9	-8	27	-57	-9	1
CC(=O)c1cccc(-c2cnc3sc(NCC4CCOCC4)nn23)c1	7	5	0	6	-3	24	6	14
Cc1ccc(S(=O)(=O)N(C)c2c(C)ccc(S(=O)(=O)N3CCCCC3)c2C)cc1	16	6	13	9	-14	30*	11	18
Cc1cc(C)cc(C(=O)Nc2ccc(C)cc2O)c1	-6	0	-1	-5	-7	-39	-7	-17
Cc1oc(C2CCN(C(=O)NC3CCCC3)CC2)nc1C(=O)N1CCOCC1	-10	-1	2	-1	0	0	-2	-6
Cc1ccc2c(c1)NC(CCC(=O)NCCc1ccc(Cl)cc1)=NS2(=O)=O	27	59*	11	4	19	59*	7	15
CCOc1ccc(NC(=O)c2ccccc2N2C(=O)[C@@H]3Cc4c([nH]c5ccccc45)C(c4ccc(OC)cc4)N3C2=O)cc1 (stereo not given in full)	-82	-56	-13	-19	-28	-278	-4	-33
CCN1CCN(c2nc3c(c(Nc4ccccc4)n2)C(=O)CCC3)CC1	-10	-13	-19	2	-12	-17	0	-14
CCCN1CCN(c2ncc3c(n2)CCN(Cc2sccc2C)C3)CC1	-15	-49	-6	-4	-238	-50	-7	-12
COc1ccc(CCNc2ncnc3c2[nH]c2ccc(OC)cc23)cc1	-19	-38	6	0	-23	-83	-6	-40
Cc1cncc(C2CCN(C(=O)c3cc(C(C)(C)C)[nH]n3)CC2)n1	8	2	9	6	-2	2	-1	8
O=C(O)c1ccc2c(=O)n3c(nc2c1)/C(=C\c1ccc(Cl)cc1)CC3	-3	-13	0	6	-7	-78	19	-5
Cc1nnn2c1COCC(CNS(=O)(=O)c1ccc(F)cc1)C2 (stereo not given)	11	-6	7	0	-53	15	2	14
CN(C)CCNC(=O)c1ncn2c1C(=O)N(C1CC1)C(C)(C(=O)NC1CCCC1)C2 (stereo not given)	-15	-4	1	-1	-7	-7	-4	-10
Cc1csc(N=CN(C)C)c1C#N	-28	-20	-1	-2	-8	-65	-3	-16
Clc1cccc(-n2cc(-c3ccccc3)c3c(NCc4ccco4)ncnc32)c1	-25	-15	3	2	4	-126	-6	-10
Cc1nc2nc(C)c(CCC(=O)NCc3ccc(F)cc3)c(C)n2n1	1	2	2	0	8	13	1	2
CCc1cc(C(=O)N2CCN(c3ccccn3)CC2)nc2ccnn12	-1	1	-2	-2	3	0	-1	2
O=C(NCc1ccccc1F)c1ccc(Cl)c(S(=O)(=O)N2CCCCC2)c1	38*	9	7	5	5	22	9	16
CCCCCCC(O)CCCCCC/C=C/C(OC(C)=O)C(O)C(O)C(N)C(=O)O (stereo not given)	-11	15	-4	-3	-7	-37	-1	-3
Clc1ccc2ncc(-c3nnnn3-c3ccc4ccccc4c3)c(-c3ccccc3)c2c1	7	0	-20	5	9	-1	4	1
Cc1cc(-c2cnc(NC(C)C)nc2C2CCN(C(=O)c3cnccn3)CC2)on1	11	22	0	2	16	13	-1	8

Reprinted from the part before: 2 entries; new compounds follow.
SMILES	USP28 inh	USP17 block	USP7 inh	UCHL1 block	USP8 block	USP30 inh	USP10 block	OTUD3 block
Clc1ccc2ncc(-c3nnnn3-c3ccc4ccccc4c3)c(-c3ccccc3)c2c1	7	0	-20	5	9	-1	4	1
Cc1cc(-c2cnc(NC(C)C)nc2C2CCN(C(=O)c3cnccn3)CC2)on1	11	22	0	2	16	13	-1	8
CC(=O)c1c(C)[nH]c(C(=O)C(C)OC(=O)c2cccc(O)c2)c1C (stereo not given)	-1	-18	-1	-1	-8	-28	0	-5
CNc1nc2c(c(=O)n1C)CN(S(=O)(=O)c1ccc(C(F)(F)F)cc1)CC2	-6	0	-4	0	-5	-1	0	-6
N#Cc1ccc(CN2CCC3(CC2)CC3c2nnc(-c3cccc(F)c3)o2)cc1 (stereo not given)	-3	-12	-6	0	-11	-23	-6	-4
CC1CCN(S(=O)(=O)N2CCCC(C(=O)Nc3ccccc3Cl)C2)CC1 (stereo not given)	-3	1	-1	0	4	12	-4	2
Cc1c(C(=O)OCCOc2ccccc2)[nH]c2c1C(=O)CC(c1ccc(F)cc1)C2 (stereo not given)	-11	-4	1	-4	7	5	8	-14
CCCOc1ccc(CNC(=O)C2CCc3nc(N4CCCC4)ncc3C2)cc1 (stereo not given)	-32	-28	-10	-10	-3	-123	-11	-20
CCc1noc(CN2CCCC2Cn2nc(C)cc2C)n1 (stereo not given)	nt	-57	-8	-10	-23	nt	-5	6
Cc1ccc(C)c(NC(=O)CSc2cc(N3CCCCC3)ncn2)c1	9	11	-2	0	0	41*	1	16
Cc1ccccc1OCC(=O)N(C)Cc1cc(=O)[nH]c2ccccc12	2	7	-4	1	4	1	0	7
O=c1c2cc(-c3ccccc3)nn2ccn1Cc1noc(CN2CCCC2)n1	-1	-5	-6	2	0	-10	-4	-11
Cn1c(CCN2CCCCC2)nc2cc(NC(=O)NC3CCCCC3)ccc21	0	-1	1	1	0	-8	-2	0
Cc1ccc(NC(=O)C(C)Sc2nnc(-c3cccnc3)n2C)cc1 (stereo not given)	nt	3	-2	-3	1	nt	2	3
O=C(CN1CCCC1c1ccc2c(c1)OCCCO2)NCCc1ccccc1 (stereo not given)	-34	-15	-20	-3	-6	-55	-7	-24
O=C1C2C(C(=O)N1c1ccccc1F)C1(c3ccccc3)C(=O)C2(c2ccccc2)C(c2ccccc2)=C1c1ccccc1 (stereo not given)	-1	-5	6	1	10	1	9	-5
Oc1ccccc1CNc1nc2ccccc2n1CCN1CCCCC1	-4	0	-10	-1	8	2	3	-4
COc1cccc(C(=O)Nc2ccc(N3CCCCC3=O)c(C)c2)c1	15	-3	4	0	1	0	-1	6
CC(=O)Nc1onc(C)c1-c1ccc(C)c(S(=O)(=O)Nc2cccc(F)c2)c1	16	3	6	2	-92	9	2	7
CC(Oc1nncc2ccccc12)C(=O)Nc1ccc(Cl)cc1Cl (stereo not given)	19	67*	0	4	28	72*	4	26
CCC1(C)Cc2c(sc3nc(SC)nc(SCC(=O)NC(C)Cc4ccccc4)c23)CO1 (stereo not given)	-1	-2	-4	1	-4	-13	0	2
CN1C[C@@]23CN(C(=O)Nc4cccc(Cl)c4)C[C@@H](C[C@@H]2S1(=O)=O)O3	7	19	5	3	20	16	1	11
Cc1cc(N2CCOCC2)ccc1NC(=O)C1CCN(c2ncccn2)CC1	-15	1	-1	-1	-1	1	3	0
COc1ccccc1-n1c(-c2ccc(F)cc2)cn2c3c(=O)n(C)c(=O)n(C)c3nc12	-8	-11	-7	4	-10	-25	-2	-9
O=C(CN1CCN(c2ncccn2)CC1)N1CCc2ccccc21	-5	-3	-2	-2	-4	-11	0	0
Cc1nc(SCC(=O)N(c2ccccc2)c2ccccc2)c2sc3nc4c(cc3c2n1)COC(C)(C)C4	-1	3	-2	2	-5	-18	3	0
CCCCCCCC(=O)c1c(O)cc(O)cc1CC(=O)O	8	4	-13	-7	-28	-44	-2	-2
CN1C(C(=O)NCCN2CCOCC2)=CC(c2ccco2)=NS1(=O)=O	-25	-52	-4	-4	-50	-86	-5	-18
CNC(=O)[C@@H]1C[C@@H]2CN(C(=O)C3CC3)CCN2[C@@]12C(=O)Nc1ccccc12	-3	-11	-1	-3	-4	-18	0	-8
O=C(Nc1sc2c(c1-c1nc3ccccc3[nH]1)CCCC2)C1CC(=O)N(Cc2ccccc2)C1 (stereo not given)	-14	38*	6	-4	-41	-73	-9	-16
COc1ccc(OC)c(NC(=O)CN2CCC(c3nc4ccccc4[nH]3)CC2)c1	-5	-14	12	-7	-2	-36	-3	-13
O=C1CC(C(=O)Nc2cccc(F)c2)c2c(nc(N3CCCCC3)[nH]c2=O)N1 (stereo not given)	-36	-34	-8	-13	-7	-176	-2	-62
Cc1c(C2CCCN(C(=O)c3ccn(C)n3)C2)n2c(nc1=O)CCC2 (stereo not given)	5	19	9	3	36*	37*	4	25
Cc1ccc(S(=O)(=O)Nc2nc3cccnc3s2)cc1	7	1	3	0	0	16	1	8
COc1cc(-c2nc(CC(=O)NCCc3c[nH]c4ccc(F)cc34)cs2)cc(OC)c1OC	7	-3	4	5	2	-2	-2	-4
CCN1CCN(c2nc3ncn(CC(=O)Nc4ccc(C)cc4C)c(=O)c3s2)CC1	-8	4	-2	-3	-1	3	-3	-2
COc1cc(C2=NO[C@]3(C(=O)Nc4ccccc43)[C@H]2C(=O)c2ccc(C)cc2)ccc1OCC#N	5	43*	3	11	17	17	9	9
Cc1nn(-c2ccc(Cl)cc2)c2[nH]c(=O)c(CNCc3ccco3)cc12	-85	-74	-1	-8	44*	-389	-5	-62
N=C1c2ccccc2CN1c1ccc(OC(F)(F)F)cc1	-32	-32	-7	-14	-14	-154	-6	-34
CC(=O)NCC(=O)N1CCC[C@@H]2[C@H]1CCCCc1ccccc1OCC(=O)N2C	5	0	3	0	-4	12	0	4
Cc1oc(CNC(=O)Cc2cccc(F)c2)nc1C(=O)N1CCC(C)CC1	-13	-34	-4	-1	-3	-8	-4	-2
O=C(Nc1ccccc1)N1CCc2nc3ccccc3n2CC1	7	13	4	1	18	27	2	14
COc1ccc(NC(=O)CSc2ccc(F)cc2)cc1	29	28	0	1	18	34*	0	16
Cc1nc2ccc(NC(=O)c3c(C)oc4nc[nH]c(=O)c34)cc2s1	-55	-78	-9	-17	-26	-262	-5	-49
Fc1ccc(C(c2ccccc2)N2CCCNCC2)cc1 (stereo not given)	2	-10	-11	0	-38	-66	-2	1
O=C(C1CC1)N1CCc2cc(S(=O)(=O)NCCCN3CCN(Cc4ccccc4)CC3)ccc21	9	-6	1	0	7	5	-2	8
CN1CCc2nc3ccccc3c(C(=O)OCc3ccc(C#N)cc3)c2C1	-30	29	-24	-8	-22	-170	-7	-47
O=c1ccc(S(=O)(=O)N2CCCCCC2)cn1Cc1ccccc1F	-1	-1	-14	-1	-4	10	2	-6
COc1ccc(C(=O)N2c3ccccc3OCC2CC(=O)O)cc1 (stereo not given)	9	12	0	2	18	29	0	9
CC(=O)N1CC2(CCN(C(=O)c3cccnc3)CC2)C2(CCN(C)C2=O)C1 (stereo not given)	4	0	4	0	-10	13	0	7
CC(C)(C)c1ccc(-c2nc(N)nc(N)n2)cc1	nt	20	1	0	4	nt	4	0
Cc1ccc(C(=O)NCC2(c3ccccc3)CCCC2)cn1	0	0	0	0	5	11	0	-1
Cn1cc(CCCC(=O)NCc2ccccc2F)c2ccccc21	9	8	4	2	2	6	1	3
COc1ccc(CC(=O)Nc2c(-c3ccc(F)cc3)nc3ccccn23)cc1OC	-1	6	-2	0	-1	6	0	0
COc1ccc(NC(=O)CCCCn2c(=O)c3ccccc3n(Cc3cccc([N+](=O)[O-])c3)c2=O)cc1	17	33*	4	4	21	10	1	20
Cc1cccc(C(=O)Nc2ccc(-n3c(C)nc4ncccc4c3=O)cc2C)c1	0	7	3	0	6	9	1	7
CC(=O)Nc1nsc(N2CCC(C(=O)NCc3ccc(C)cc3)CC2)n1	2	11	3	3	6	16	3	7
C/C=C\C(=O)O[C@@H]1[C@@H](O)[C@H]2O[C@@H]3C=C(C)[C@@H](O)C[C@]3(C)[C@]1(C)C21CO1 (stereo not given in full)	0	8	2	1	3	21	0	0
COc1ccc(CNc2nc3c(c(=O)n2C)CN(C(=O)C2CCC(=O)N2)CC3)cc1 (stereo not given)	-20	-25	-2	-4	-30	-36	-2	-17
Cc1cc(C(=O)N2CCCCC2c2[nH]ncc2C)c2c(C)noc2n1 (stereo not given)	4	2	4	1	19	18	-1	12

Record cards, from the list above:
Results for CC(=O)Nc1onc(C)c1-c1ccc(C)c(S(=O)(=O)Nc2cccc(F)c2)c1 = USP28 inh: 16; USP17 block: 3; USP7 inh: 6; UCHL1 block: 2; USP8 block: -92; USP30 inh: 9; USP10 block: 2; OTUD3 block: 7
Results for Cc1ccc(NC(=O)C(C)Sc2nnc(-c3cccnc3)n2C)cc1 (stereo not given) = USP28 inh: nt; USP17 block: 3; USP7 inh: -2; UCHL1 block: -3; USP8 block: 1; USP30 inh: nt; USP10 block: 2; OTUD3 block: 3
Results for CCC1(C)Cc2c(sc3nc(SC)nc(SCC(=O)NC(C)Cc4ccccc4)c23)CO1 (stereo not given) = USP28 inh: -1; USP17 block: -2; USP7 inh: -4; UCHL1 block: 1; USP8 block: -4; USP30 inh: -13; USP10 block: 0; OTUD3 block: 2

Compound activity as filed in PubChem BioAssay.
